Bioassay records as filed in PubChem BioAssay.
TNAP inh Pi: human TNAP enzyme inhibitors, primary screen, biochemical, colorimetric, phosphate release readout; Alkaline phosphatase, tissue-nonspecific isozyme (Homo sapiens), P05186; purified TNAP, pNPP, malachite green phosphate absorbance; inhibition, % at 20 µM; 21,000 tested, under 10 active
Target sequence (P05186 whole entry, looked up): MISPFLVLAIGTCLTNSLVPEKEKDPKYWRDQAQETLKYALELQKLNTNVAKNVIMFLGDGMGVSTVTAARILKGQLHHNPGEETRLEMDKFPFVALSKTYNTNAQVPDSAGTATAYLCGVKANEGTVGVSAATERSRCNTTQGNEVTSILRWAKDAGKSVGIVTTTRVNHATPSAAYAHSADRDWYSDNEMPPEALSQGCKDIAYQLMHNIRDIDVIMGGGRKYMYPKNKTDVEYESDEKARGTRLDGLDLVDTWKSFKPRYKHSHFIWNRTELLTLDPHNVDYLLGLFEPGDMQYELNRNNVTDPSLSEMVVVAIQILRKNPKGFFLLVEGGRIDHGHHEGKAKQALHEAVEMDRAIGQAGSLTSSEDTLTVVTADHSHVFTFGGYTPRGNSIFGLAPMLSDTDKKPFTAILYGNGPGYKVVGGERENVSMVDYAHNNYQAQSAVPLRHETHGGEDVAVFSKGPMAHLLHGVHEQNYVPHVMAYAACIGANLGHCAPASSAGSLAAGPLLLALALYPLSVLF
TNAP inh pNP: human TNAP enzyme inhibitors, primary screen, biochemical, colorimetric, p-nitrophenol readout; Alkaline phosphatase, tissue-nonspecific isozyme (Homo sapiens), P05186; purified TNAP, pNPP hydrolysis, absorbance 405 nm; inhibition, % at 20 µM; 21,000 tested, under 10 active;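 further: 0% = DMSO only wells and 100% = 1 mM levamisole wells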
Active calls of the source: *.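 How the source made its calls: active means inhibition above 50% at the 20 µM single-dose screen; inactive means the rest.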 These rows are one share of the data. The share of hits here may be higher or lower than overall.

SMILES | TNAP inh Pi | TNAP inh pNP
O=C(Cn1c(-c2ccco2)nc2ccccc21)N1CCCCC1 | -13 | 6
N#CC1=C(N)SC(N)=C(C#N)C1c1cccc(Oc2ccccc2)c1 | -7 | 7
CC(=O)c1c(C)nc(-c2ccc(Cl)cc2)nc1NC(=O)C(C)C | -7 | -19
CSCC[C@H](NC(=O)NCCC1=CCCCC1)C(=O)O | 12 | 8
Cc1ccccc1COc1ccc(/C(O)=C2/C(=O)C(=O)N(CCCn3ccnc3)C2c2ccco2)cc1 (stereo not given) | 13 | 8
CCc1ccc(OC)c(S(=O)(=O)NCCOc2ccccc2)c1 | 10 | 6
Cc1[nH]c2ccccc2c1NC(=O)CN1CCN(Cc2ccc3c(c2)OCO3)CC1 | 9 | 3
CC(C(=O)N(C)C)N(C#N)c1nc(N(C)C)nc(N(C)C)n1 (stereo not given) | -22 | 1
CC[C@H]1OC(=O)C[C@@H](O)[C@H](C)[C@@H](O[C@@H]2O[C@H](C)C[C@H](N(C)C)[C@H]2O)[C@@H](CC=O)C[C@@H](C)C(=O)C=C[C@]2(C)O[C@H]2[C@@H]1C | 6 | 2
O=C(CCc1ccccc1)Nc1ccc(NC(=O)C2CC2)nc1 | 10 | 7
Cn1c(=O)c2c(n(C)c1=O)=NC1(CCCCC1)N=2 | 9 | 2
O=C(CSc1nnc(-c2cccnc2)n1Cc1ccco1)c1ccc2ccccc2c1 | -16 | 4
CCCCn1nnnc1NCc1ccc(OC)c(OC)c1OC | 5 | -1
COC(=O)c1cc(=O)c2ccc(OC)cc2o1 | 8 | 7
Cc1ccc(N=Cc2nc(-c3ccco3)oc2O)cc1 | 3 | -5
CCOC(=O)CNC(=O)CSc1ncnc2c1cnn2-c1ccc(Cl)cc1 | -19 | 3
CC(=O)c1ccc(N2C(=O)NC3(CCCCC3)C2=O)cc1 | 5 | 1
COC(=O)c1[nH]c2cc(OC)ccc2c1NC(=O)CCN1CCN(Cc2ccc3c(c2)OCO3)CC1 | -2 | -11
CC1NC(=O)N(C)C2NC(=O)N(C)C(c3ccccc3)C12 (stereo not given) | 10 | 5
O=c1c2ccccc2nc2n1CCCCN2 | 11 | 3
COC(=O)c1cc(Br)c(=O)n(-c2ccccn2)c1 | 8 | 4
CCOc1ccccc1C(=O)N(CCC(=O)OC)c1ccccn1 | 1 | 1
CN1C(=O)CC(N2CCN(CCN=CC3=C(O)CC(C)(C)CC3=O)CC2)C1=O (stereo not given) | 10 | 6
CCNS(=O)(=O)c1ccc(NC(=O)c2cccnc2)cc1 | 5 | 4
O=S(=O)(c1cccc(S(=O)(=O)N2CCC(n3nnc4ccccc43)CC2)c1)N1CCCCC1 | 7 | -1
CCCCS(=O)(=O)Nc1ccc(Cc2ccncc2)cc1 | 12 | 5
COc1ccc(CC(NC(C)=O)C(=O)NC2CCN(C(=O)NCc3ccccc3)CC2)cc1OC (stereo not given) | 0 | 0
CC(C)(C)C1CCc2nc(NC(=O)Cc3cn4ccsc4n3)sc2C1 (stereo not given) | 13 | 4
O=C(NCc1ccccn1)c1cn(Cc2ccccc2)nn1 | 12 | 2
C=C(C)c1ccc(C(C)(C)NC(=O)N2CCN(C)CC2)cc1 | 5 | 1
CCCc1cc(=O)[nH]c(SCC(=O)c2ccc(S(=O)(=O)N3CCCC3)cc2)n1 | -2 | 4
Cc1ccc2cc3c(NC(=O)c4cccnc4)nn(C)c3nc2c1 | 9 | 4
O=C(c1cccs1)N(CCO)Cc1cc2cc3c(cc2[nH]c1=O)OCCO3 | -16 | 4
CCNC(=O)c1c(O)c2cccc3c2n(c1=O)CC3 | 10 | 2
O=C(NCc1ccco1)c1c(O)c2cccc3c2n(c1=O)CCC3 | 16 | -3
CCCC(C)(C)NC(=O)CCCCC(=O)NC(C)(C)CCC | 16 | 8
CC(C)C(c1nnnn1Cc1ccc(F)cc1)N1CCSCC1 (stereo not given) | -5 | 2
CCOC(=O)CNC(=O)CSc1nnc(Cn2cnc3ccccc32)n1C | 10 | 6
COc1ccc(C(=O)NC(C)c2nnc(SCC(=O)Nc3nc4ccccc4s3)n2C)cc1 (stereo not given) | 5 | -5
O=C(C1CCCO1)N1CCC(c2nc3ccccc3[nH]2)CC1 (stereo not given) | 19 | 6
Cc1c(C(=O)N2CCN(C)CC2)oc2c1C(=O)CC(C)(C)C2 | -8 | -11
Cn1c(=O)[nH]c(=O)c2c1nc(NCCCO)n2Cc1ccc(F)cc1 | 6 | 5
Cc1ccc(-c2nn(C)c(=O)c3ccccc23)cc1CO | 0 | 0
CCOC(=O)c1ccc(NC(=O)COc2ccc(S(=O)(=O)NC(C)C)cc2)cc1 | 10 | 2
CC(=O)c1c(C)nc2ccccc2c1N | 7 | 1
CCn1c(SCC(=O)Nc2nc3c(s2)CCCC3)nnc1-c1ccccc1 | 10 | -1
Cc1ccc2nnc(Cl)n2n1 | -21 | -2
CCCn1c(SCc2cc(=O)oc3ccc4ccccc4c23)n[nH]c1=O | 3 | -2
COc1cccc(/C=N/n2c(C)c3c(C)nnc(C)c3c2C)c1O | 6 | 3
COc1ccc(-c2noc(C3CCCN(C(=O)c4cccs4)C3)n2)cc1 (stereo not given) | 8 | 0
CCOC(=O)CSc1nc2c(c(=O)[nH]c(=O)n2C)n1CCCc1ccccc1 | 11 | 4
Cc1csc(N(C)C(=O)CSc2nnc(COc3cccc4ccccc34)o2)n1 | 11 | 4
COC(=O)[C@H](CCSC)NC(=O)Nc1ccc(OC)c(Cl)c1 | -7 | 0
C=CCSc1nc2c(c(=N)n1CC=C)C1CCCC1S2 (stereo not given) | 5 | 1
CCCc1cc(NCCCCO)n2c(nc3ccccc32)c1C#N | -23 | 1
COc1cc2nc(CC(C)C)n(NC(=O)c3ccccc3)c(=O)c2cc1OC | 9 | 5
CCOC(=O)COc1c(OC)cc(Cl)cc1C1NC(=O)NC(C)=C1C(C)=O (stereo not given) | 2 | 7
CCOCCCn1c(=N)c(C(=O)Nc2cc(C)on2)cc2c(=O)n3ccccc3nc21 | -14 | 0
CCC(c1nnnn1CCC(C)C)N1CCC(C(N)=O)CC1 (stereo not given) | 5 | 3
CCOC(=O)COc1ccc(S(=O)(=O)NCc2ccco2)cc1 | 0 | 0

Continued:
SMILES | TNAP inh Pi | TNAP inh pNP
CN1C(=O)C2CN(CCc3ccccc3)CNC2N(C)C1=O (stereo not given) | 8 | 7
Cc1cc(NC(=O)CSc2ccccc2)no1 | 0 | 1
CS(=O)(=O)N1CCN(c2nnc(-c3ccccc3)c3ccccc23)CC1 | 1 | 4
COc1ccccc1CC(=O)NCCc1ccc(S(N)(=O)=O)cc1 | -5 | -6
CCC(=O)Nc1ccc(NC(=O)c2cc3ccccc3o2)cc1 | -20 | 3
O=C(CC(=O)Nc1ccccn1)Nc1ccccn1 | 1 | -3
c1ccc2c(c1)nc(CN1CCOCC1)n1c3ccccc3nc21 | 4 | 2
Cc1cc2cc(C)c3nnc(SCC(=O)NCc4ccco4)n3c2cc1C | -1 | -4
O=C(Cc1cn2ccsc2n1)Nc1cccc2cnccc12 | 9 | 4
COc1ccc(NC(=O)CN2CCC(C(N)=O)CC2)cc1 | 18 | 2
CCN(c1ccccc1)S(=O)(=O)c1ccc(Oc2ccc(-n3ccnc3)cc2)nc1 | 3 | 2
CCOC(=O)c1c(NC(=O)c2ccco2)sc2c1CCCC2 | 5 | 4
CCOC(=O)CSc1nnc(CNc2nc(-c3ccccc3)cs2)n1C | 9 | 5
C=CCc1c(C)nc(SC)nc1Nc1ccc(C(C)=O)cc1 | 14 | 6
COC(=O)c1ccccc1NC(=O)CC#N | 4 | 4
Cc1c(C(=O)OCC(=O)N2CC(C)OC(C)C2)oc2ccc(Br)cc12 (stereo not given) | 16 | 1
COC(=O)c1nonc1NCn1nnc2ccccc21 | -1 | 3
O=C(O)CC1SC(=Nc2cccc(C(F)(F)F)c2)NC1=O (stereo not given) | -12 | 2
CCOC(=O)c1c(C)oc2cc(Br)c(OC(C)C(=O)OCC)cc12 (stereo not given) | 3 | 4
CCc1ccc(-c2cn3nc(C)c(C)nc3n2)cc1 | 0 | 0
CC1=C(C(=O)NCc2ccccc2)C(c2cccs2)n2ncnc2N1 (stereo not given) | 2 | -4
O=S(=O)(Cc1ccccc1)N1CCCC(c2nc(-c3ccc(F)cc3)no2)C1 (stereo not given) | 7 | 3
Cc1ccc2c(c1)[nH]c1c(=O)n(CCN3CCNCC3)cnc12 | -22 | 5
CCOC(=O)NC(Nc1cc(C)on1)(C(F)(F)F)C(F)(F)F | 7 | 3
c1cnc(N2CC[N+]3(CCCC3)CC2)nc1 | -52 | -13
O=c1[nH]c(CN2CCCCC2)nc2c1C1(CCCC1)Cc1ccccc1-2 | -14 | -3
COC(=O)CN(c1cc(OC)ccc1OC)S(=O)(=O)c1ccc(OC)c(OC)c1 | 7 | 1
Cc1ccc2[nH]c(=O)c(C(c3nnnn3CC3CCCO3)N3CCOCC3)cc2c1 (stereo not given) | 12 | 5
COc1ccc(CCn2c(C)cc3c(c2=O)C(c2ccc4c(c2)OCO4)C(C#N)=C(N)O3)cc1OC (stereo not given) | 7 | 2
Cc1ccc(OCc2nnc(SCc3nc4ccccc4[nH]3)n2Cc2ccco2)cc1 | 12 | 4
Cc1sc(NC(=O)CSc2nnc(-c3ccccc3)o2)c(C#N)c1C | 4 | 4
COc1ccc(OC)c(-n2cc3c(=O)n(C)c(=O)n(C)c3c2)c1 | 4 | 0
CC(C)OC(=O)CSc1nc2ncccc2[nH]1 | 8 | 1
COC(=O)Cc1c(C)c2ccc(OCC(C)=O)c(C)c2oc1=O | 8 | 1
CCCOc1ccc(C2C(C(=O)c3ccc(C)o3)=C(O)C(=O)N2CCCn2ccnc2)cc1 (stereo not given) | 0 | 0
COc1ccc(-c2cc(OC)c3c(C)oc(C)c3c(=O)c2)cc1OC | 8 | -2
COC(=O)c1[nH]c2ccc(F)cc2c1NC(=O)C1=COCCO1 | 10 | 3
OC(CCN1CCCC1)(c1ccccc1)C1CCCCC1 (stereo not given) | 0 | 0
CC(=O)c1c(C)nc(C)nc1NC(=O)C(C)C | 2 | -6
COc1ccc(S(=O)(=O)Nc2cc(C)ccn2)cc1OC | 8 | -2
COC(=O)c1c(NC(=O)CN2CCN(C(=O)c3ccco3)CC2)c2cc(C)ccc2n1C | 8 | 5
CC(C)c1ccc2oc(=O)cc(CN3CCN(c4ccc(F)cc4)CC3)c2c1 | 1 | -4
N=c1c(C(=O)NCc2ccc(F)cc2)cc2c(=O)n3ccccc3nc2n1Cc1ccco1 | 8 | -8
C=CCSc1nc(C)c(CC=C)c(=O)[nH]1 | -8 | 0
COc1ccc(S(=O)(=O)N(CC(=O)NC2CC2)c2ccc(C)cc2)cc1OC | 6 | 4
CCCCn1c(N2CCC(Cc3ccccc3)CC2)nc2c1c(=O)[nH]c(=O)n2C | 6 | -5
CCOC(=O)c1c(C)[nH]c(C)c1C(=O)COC(=O)C1CCCN1S(=O)(=O)c1ccccc1F (stereo not given) | -10 | 8
O=C1CCCN1C(=O)CCC(=O)N1CCCC1=O | 4 | 0
O=C(O)C1C(c2ccccc2)C(C(=O)OCCCO)C1c1ccccc1 (stereo not given) | 10 | 6
Cc1nn(CC(N)=O)c(=O)c2ccccc12 | 7 | 1
On1cnnc1-c1ccccc1 | 8 | 0
O=c1c2[nH]c3ccc(Br)cc3c2ncn1CCCn1ccnc1 | 14 | 6
CSCCC1NC2(C(=O)Nc3ccc(Cl)cc32)[C@@H]2C(=O)N(C3CCCC3)C(=O)[C@H]12 (stereo not given in full) | 15 | 7
COc1cc(C(=O)N2CCC(n3cnc4cc(F)ccc43)CC2)cc(OC)c1OC | 5 | 13
c1coc(CNc2ncnc3ccccc23)c1 | 0 | 0
CC(=O)OC1c2c(ccc3ccc(=O)oc23)OC(C)(C)C1OC(=O)CC(C)C (stereo not given) | 11 | 3
Cn1c(COc2ccccc2)nnc1SCCN1CCOCC1 | 7 | 2
Cc1ccc(Cn2c(=N)n(CC(O)c3ccco3)c3ccccc32)cc1 (stereo not given) | 7 | 6
c1nc2sc3c(c2c2nnnn12)CCC3 | -10 | 6
Cn1c(/C(C#N)=C/Nc2ccccn2)nc2ccccc21 | 10 | 4
N#CC1=C(N)N2C(=C(C#N)C13CCN(Cc1ccccc1)CC3)Nc1ccccc12 | 12 | 2
